Mito fusion yeast: qHTS Assay for Small Molecule Inhibitors of Mitochondrial Division or Activators of Mitochondrial Fusion; S. cerevisiae fusion-defective mutant growth rescue, CellTiterGlo 48 h; 320,000 compounds, 0.23% hits; Potency, µM (series often up to 46.1 µM), without a hit: top-dose growth rescue (activation), actives largely listed as activators;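 note: potency is the fitted concentration of half-maximal effect; % of control where 0% means no effect; nearly all actives have a fitted effect of over 45% in size; temperature-sensitive fusion mutants such as fzo1-1 at 37 °C on non-fermentable ethanol glycerol medium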
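Temperature-sensitive fusion-defective S. cerevisiae (e.g. fzo1-1, mgm1-5) were grown with compound in YPEG medium (3% ethanol, 3% glycerol) for 48 hours at 37C. Growth rescue was measured as viability by CellTiterGlo luminescence after 10 minutes at ambient.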
GALK inhibitor: qHTS Assay for Inhibitors of Human Galactokinase (GALK) | AID 1868, 2009 | P51570 | Potency, µM (series often up to 57.5 µM), for the others: top-dose activity change, negative = inhibition, most hits filed as inhibitors | 270,000 compounds, 0.007% hits | Purified GALK, Kinase-Glo residual ATP luminescence; note: potency is the fitted concentration of half-maximal effect; % is set by controls: 0 for no effect and ±100 for the full control effect
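GALK at 5 nM final was combined with compound, 35 uM ATP and 100 uM galactose in HEPES pH8.0 with MgCl2 and DTT. The reaction ran one hour at room temperature before luminescent ATP detection.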
TSHR antagonist: Antagonists of the Thyroid Stimulating Hormone Receptor: HTS campaign; TSHR-expressing cells, TSH-stimulated cAMP HTRF, 2 h; active compounds read low; activity change, negative = inhibition, % at 11.5 µM; 330,000 compounds, 0.2% hits;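 active = activity change below a set negative limit, meaning inhibition stronger than a set level, cut at about -70% in these data; inconclusive = activity change between two set negative limits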; note: % is set by controls: 0 for no effect and ±100 for the full control effect
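Freshly harvested TSHR cells receive pin-tooled compound, then EC80 TSH at 4nM final. After 2 hours at 37 deg C, antibody in lysis buffer and cAMP-d2 are added; 30 minutes at ambient temperature precede the HTRF read.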
S-ASM inh: Inhibitors of Secretory Acid Sphingomyelinase (S-ASM): qHTS. placental ASM, HMU-PC fluorogenic substrate, 60 min. 340,000 compounds, 0.006% hits. Potency, µM (highest dose often 57.5 µM), for inactives: at the highest dose activity change, negative = inhibition, hits mostly inhibitors. Sphingomyelin phosphodiesterase (Homo sapiens), P17405; note: potency is the fitted concentration of half-maximal effect
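Human placenta-derived ASM enzyme was preincubated with compound for 10 minutes at room temperature, then given fluorogenic substrate HMU-PC0 (9 uM final) for 60 minutes at 37 °C; a pH 10 stop preceded fluorescence reading at Ex 386/Em 447 nm.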
BCR signal inh: qHTS Assay to Find Inhibitors of Chronic Active B-Cell Receptor Signaling. ABC-DLBCL IkBa-CBG/CBR reporter, luminescence ratio, 4 h. Potency, µM (titrated, usually from 46.1 µM), inactives show at the top dose ratio change, negative = lower green/red ratio, usual class: inhibitors. 340,000 compounds, 0.05% hits; active = well fitted inhibition curve with a large enough effect in the signal ratio, with a control signal flat, not every such curve was filed as active; inconclusive = small, poorly fitted or top-dose-only effect, or effect the other way, or a change in a side signal; the % refers to the signal ratio;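 note: potency is the fitted concentration of half-maximal effect; plate controls were basal doxycycline-induced cells for no effect and cells given 10 µM MG132 for full effect; MG132 reads +100%, hits lower the ratio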
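TMD8 ABC-DLBCL cells carrying doxycycline-inducible green luciferase fused to IkappaBalpha plus unfused red luciferase were exposed to compounds (up to 46 uM) for 4 hrs at 37C. Activity came from the overlap-corrected green/red luminescence ratio.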
hERG WT inh: qHTS for Inhibitors of KCHN2 3.1: Wildtype qHTS; Voltage-gated inwardly rectifying potassium channel KCNH2 (Homo sapiens), Q12809; U2OS, BacMam KCNH2, thallium flux FluxOr; active compounds read low; activity change, % at 1.84 µM; 340,000 compounds, 0.37% hits;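 active = maximum activity change below -70%; inconclusive = maximum activity change between -70% and -50%; inactive = maximum activity change above -50%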; note: % is set by controls: 0 for no effect and ±100 for the full control effect
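U2OS cells transduced with wild-type KCNH2 virus are loaded with FluxOr dye for 45 min, and thallium flux is measured in kinetic reads before and after stimulation buffer. Rate constants are normalized to DMSO controls.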
MBNL1-CUG inh: qHTS Assay for Inhibitors of MBNL1-poly(CUG) RNA binding; Muscleblind-like protein 1 (Homo sapiens), Q9NR56; TR-FRET MBNL1-His/biotin-(CUG)12 binding, 665/545 ratio; Potency, µM (series often up to 57.5 µM), for the others: at the highest dose activity change, negative = inhibition, usual class: inhibitors; 280,000 compounds, 0.036% hits; AID 2675, 2010; active = well fitted inhibition curve with a large enough effect in the signal ratio, with a control signal flat, not every such curve was filed as active; inconclusive = small, poorly fitted or top-dose-only effect, or effect the other way, or a change in a side signal; inactive = no such curve, though single readings can be large or run the other way; the % refers to the signal ratio; note: potency is the fitted concentration of half-maximal effect; % is set by controls: 0 for no effect and ±100 for the full control effect
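MBNL1-His + Biotin-(CUG)12, cpd titration 92 nM–58 uM; Tb anti-His Ab 0.055 ng/ul, SA-XL665 5 nM (final); 60 min RT; ratiometric 665/545 nm, Ex 340 nm; normalized to buffer and full-complex controls.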
PKM2 act: qHTS Assay for Activators of Human Muscle isoform 2 Pyruvate Kinase; Pyruvate kinase PKM (Homo sapiens), P14618; purified PKM2, Kinase-Glo ATP luminescence, activation; response scale: 0% is enzyme alone, no compound; Potency, µM (series often up to 57.5 µM), inactives show at the highest dose activation, actives largely listed as activators; 260,000 compounds, 0.34% hits; note: potency is the fitted concentration of half-maximal effect; % is set by controls: 0 for no effect and ±100 for the full control effect; nearly all actives have a fitted effect of over 55% in size
Target sequence (P14618 whole entry, looked up, canonical isoform): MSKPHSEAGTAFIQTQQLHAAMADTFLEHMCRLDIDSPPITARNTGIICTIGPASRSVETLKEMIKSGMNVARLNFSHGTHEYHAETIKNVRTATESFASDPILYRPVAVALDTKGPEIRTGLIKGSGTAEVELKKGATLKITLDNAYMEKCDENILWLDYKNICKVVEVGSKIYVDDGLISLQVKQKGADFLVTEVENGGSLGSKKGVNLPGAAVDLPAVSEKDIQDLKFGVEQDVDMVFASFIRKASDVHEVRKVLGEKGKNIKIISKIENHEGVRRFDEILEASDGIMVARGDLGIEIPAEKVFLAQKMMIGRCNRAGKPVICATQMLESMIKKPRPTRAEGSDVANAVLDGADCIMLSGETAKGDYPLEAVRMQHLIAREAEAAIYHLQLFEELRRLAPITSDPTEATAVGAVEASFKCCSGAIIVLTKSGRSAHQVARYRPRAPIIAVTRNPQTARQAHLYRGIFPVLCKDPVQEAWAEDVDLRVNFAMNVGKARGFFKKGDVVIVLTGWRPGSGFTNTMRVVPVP
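Purified hPK-M2 (>95% pure) converted ADP (0.1 mM final) to ATP with 0.5 mM PEP in 50 mM imidazole pH7.2, KCl, MgCl2, Tween 20, BSA; 1 h at room temperature. ATP detected by Kinase-Glo luminescence.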
Eya2 phos inh: qHTS Assay for Inhibitors of the Phosphatase Activity of Eya2; Potency, µM (doses to about 76.9 µM), for inactives: at the highest dose activity, negative = inhibition, actives largely listed as inhibitors; recombinant Eya2, OMFP fluorescence dephosphorylation (OMFP is methylfluorescein phosphate); 330,000 compounds, 0.006% hits; Protein phosphatase EYA2 (Homo sapiens), O00167; note: potency is the fitted concentration of half-maximal effect; % is set by controls: 0 for no effect and ±100 for the full control effect
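Eya2 protein (added as 0.2 uM solution) was preincubated with compound for 10 min at ambient temperature in 50 mM HEPES pH 7.5, 50 mM NaCl, 5 uM MgCl2, 0.05% BSA, 1 mM DTT. OMFP (added at 50 uM) then reacted 10 min; fluorescence read at 485/525 nm.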
Menin-MLL TR inh: qHTS Assay for Inhibitors Targeting the Menin-MLL Interaction in MLL Related Leukemias: Competition With Texas Red Labeled MLL-derived Mutant Peptide. 270,000 compounds, 0.23% hits. Potency, µM (doses to about 61.6 µM), for inactives: at the top dose FP activity change, negative = inhibition, hits mostly inhibitors. O00255. Menin + Texas Red MLL mutant peptide, fluorescence polarization; active = well fitted inhibition curve with a large enough effect in the polarisation, with a control signal flat, not every such curve was filed as active; inconclusive = small, poorly fitted or top-dose-only effect, or effect the other way, or a change in a side signal; inactive = no such curve, though single readings can be large or run the other way; the % refers to the polarisation; note: potency is the fitted concentration of half-maximal effect; % of control where 0% means no effect; many of its hits are not listed in these tables
USP2a inh: qHTS Assay for Inhibitors of Ubiquitin-specific Protease USP2a Using CHOP2 as the Reporter; Ubiquitin carboxyl-terminal hydrolase 2 (Homo sapiens), O75604; 330,000 compounds, 0.01% hits; Potency, µM (top dose mostly 38.3 µM), for inactives: at the highest dose activity change, negative = inhibition, usual class: inhibitors; USP2 core, Ub-CHOP2 coupled fluorogenic reporter, 485/531; AID 463254, 2010;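 note: potency is the fitted concentration of half-maximal effect; plate controls were DMSO wells for no effect and full inhibition by NEM control for full effect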
Target sequence (O75604 whole entry, looked up): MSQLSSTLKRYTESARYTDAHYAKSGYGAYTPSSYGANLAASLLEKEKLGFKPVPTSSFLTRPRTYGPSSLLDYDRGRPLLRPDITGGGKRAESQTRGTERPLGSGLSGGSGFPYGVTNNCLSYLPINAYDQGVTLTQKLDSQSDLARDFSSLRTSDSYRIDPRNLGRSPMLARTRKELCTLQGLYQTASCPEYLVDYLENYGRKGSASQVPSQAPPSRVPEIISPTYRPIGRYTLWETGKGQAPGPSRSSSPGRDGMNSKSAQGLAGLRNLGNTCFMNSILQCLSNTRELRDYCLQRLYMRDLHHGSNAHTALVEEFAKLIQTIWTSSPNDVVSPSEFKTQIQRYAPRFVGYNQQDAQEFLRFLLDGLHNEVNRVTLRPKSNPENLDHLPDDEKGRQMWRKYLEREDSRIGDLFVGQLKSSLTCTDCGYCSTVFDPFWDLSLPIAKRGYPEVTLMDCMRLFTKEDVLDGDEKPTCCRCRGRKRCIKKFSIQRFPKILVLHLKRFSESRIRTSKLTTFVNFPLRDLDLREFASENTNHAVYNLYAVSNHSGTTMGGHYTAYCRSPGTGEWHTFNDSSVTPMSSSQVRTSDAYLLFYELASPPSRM
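Deubiquitinase activity read as fluorescence (485/531 nm) after Ub-CHOP2 cleavage activates the enterokinase reporter on its substrate; USP2 core 10nM, Ub-CHOP2 and substrate 25nM each, 30min compound preincubation then 60min RT; data normalized to NEM, curves fitted.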
The depositor's hits bear a star; i = inactive; ? = inconclusive; · = not tested or not shown; [ ] = another dose, or the depositor's remark. Unless noted, calls come from the whole dose curve; as a rule, active = well fitted curve in the direction sought with a large enough effect; inconclusive = small, poorly fitted or top-dose-only effect, or another doubt; inactive = no such curve, though single readings can be large; an effect the other way counts as inactive or inconclusive. The list is partial, so the mix of outcomes need not match the whole.

Results follow in this order: Mito fusion yeast, Eya2 phos inh, PKM2 act, TSHR antagonist, Menin-MLL TR inh, GALK inhibitor, USP2a inh, MBNL1-CUG inh, hERG WT inh, S-ASM inh, BCR signal inh
- CCOC(=O)N1CCC(NC(=O)c2ccc(N3CCC4(CC3)OCCO4)c([N+](=O)[O-])c2)CC1
 : 13%, 2%, 0%, -11, -10%, 4%, 1%, ?, 7, -3%, -1%
- COc1ccc(CC(=O)Nc2ccc(-c3noc(-c4ccccc4OC)n3)cc2)cc1
 : -7%, -27%, 1%, -1, ?, 2%, 4%, 48%[activator], -4, -4%, ?
- CCOC(=O)C1NN=C(C(=O)c2ccccc2)C1c1ccc(OC)cc1 (stereo not drawn)
 : 5%, -7%, 12%, -8, -8%, -3%, 0%, 1%, 0, -2%, ?
- CCC(CC)C(=O)Nc1cccc(SC)c1
 : -3%, -2%, 1%, 1, 14%, 1%, 1%, -2%, ·, ·, 1%
- CCOC(=O)c1c(-c2ccccc2)csc1NC(=O)c1nn(CC)cc1Br
 : 16%, -15%, -9%, ?, 35%[activator], 0%, 0%, 9%, 4, -2%, 15%
- COC(=O)c1ccc(NC(=S)NC(=O)c2c(Cl)cnn2C)cc1
 : 2%, -3%, -8%, 12, -2%, ·, 2%, ?, i, 0%, -8%
- COc1cc(/C=C/C(=O)OCC(=O)NCC2CCCCC2)ccc1O
 : 12%, -4%, ·, -1, ·, ·, 2%, ·, 2, 8%, -9%
- CCO/N=C(\C)c1c(O)c(CC)c(-c2ccccc2)n(-c2ccccc2)c1=O
 : ?, 0%, 1%, 9, -8%, -2%, -1%, ?, -2, ?, 9%
- Cn1c(NC(=O)c2ccco2)c(-c2ccccc2)c(=O)c2ccccc21
 : 6%, 1%, -2%, 22, -5%, 3%, 0%, 3%, -1, 2%, 2%
- O=C(O)c1ccc2cccc(O)c2n1
 : 2%, 5%, -1%, 2, ·, ·, -5%, 31%[activator], 7, 0%, 5%
- CCN(CC)S(=O)(=O)c1ccc(N2CCCC2)c(NC(=O)C2CSC3(C)CCC(=O)N23)c1 (stereo not drawn)
 : 2%, 0%, ·, 9, ·, ·, -1%, ·, 18, -1%, 14%
- O=C(COC(=O)C1CCN(S(=O)(=O)c2cccs2)CC1)c1cc2ccccc2o1
 : 3%, 2%, 11%, 3, ?, 0%, -13%, 34%[activator], 28, 0%, 0%
- CC(CN1CCC(n2nccc2NC(=O)c2ccccc2Cl)CC1)c1ccccc1 (stereo not drawn)
 : 2%, -2%, 5%, -8, -26%, -4%, 3%, 0%, 38, 1%, 5%
- CC1Cc2nc(SCC(=O)Nc3ccc4c(c3)OCO4)n(CCc3ccccc3)c(=O)c2S1 (stereo not drawn)
 : 16%, -2%, -6%, 2, 2%, 0%, 4%, -12%, 0, -13%, 14%
- Cc1ccc(C)c(C2NC(=O)c3ccccc3N2)c1 (stereo not drawn)
 : 6%, 4%, 0%, 0, -23%, 2%, 1%, -4%, 1, 215%[activator], ?
- CC(C)(CNc1ccc(S(=O)(=O)C(F)(F)F)cc1[N+](=O)[O-])N1CCOCC1
 : 1%, -8%, 11%, -2, ·, 1%, -1%, -4%, 16, -15%, 2%
- O=C(N/N=C/c1ccccc1F)NC12CC3CC(CC(C3)C1)C2
 : 5%, 2%, ·, 2, ?, -1%, 0%, 6%, -2, 3%, 0%
- COc1ccccc1CNc1nc(=S)[nH]c2cc(OC)c(OC)cc12
 : 3%, 13%, ·, 12, -5%, 2%, -1%, 14%, -16, -1%, -1%
- O=C(c1ccccc1Oc1nnnn1-c1ccccc1)N1CCOCC1
 : 2%, 2%, 4%, 3, -11%, 1%, -1%, -8%, 5, 1%, ?
- COc1cc2c(cc1NC(=O)CSc1nccn1C)oc1ccccc12
 : ?, 0%, -3%, 11, ?, 0%, -1%, 0%, -1, -1%, ?
- O=C1c2ccccc2C(=O)N1CCOc1ccccc1Cl
 : 3%, 14%, 5%, -11, ·, -2%, 0%, -3%, 21, -1%, 11%
- CC(=O)Nc1nc(-c2ccccc2)ns1
 : 1%, -20%, 0%, -10, 10%, -3%, 2%, 0%, -4, -7%, 12%
- COc1ccccc1N1CCN(S(=O)(=O)CCNC(=O)c2cccc(F)c2)CC1
 : -1%, 0%, ·, -1, ·, ·, 4%, ·, -20, 2%, 1%
- COc1ccc(NC(=O)Cc2nnc(SCC(=O)NC3CCCCC3C)n2C)cc1 (stereo not drawn)
 : 4%, -2%, ·, 3, ·, 4%, -1%, -2%, -5, 5%, -5%
- O=C(CN1C(=O)COc2ccc(S(=O)(=O)N3CCOCC3)cc21)NCc1ccco1
 : 1%, -6%, -4%, 1, ·, 4%, 1%, -5%, -11, 3%, -2%
- COc1ccc(CN2CCOCC2)cc1
 : -1%, 14%, -1%, -7, -6%, 0%, -1%, -5%, -1, 4%, 16%
- CN(C(=O)COC(=O)c1cccs1)c1c(N)n(Cc2ccccc2)c(=O)[nH]c1=O
 : -1%, 5%, ·, 3, ·, ·, 0%, ·, 8, 3%, 0%
- COC(=O)C(NC(=O)CCc1nnc2ccc(N3CCC(C)CC3)nn12)C(C)C (stereo not drawn)
 : -7%, -4%, ·, -13, -25%, 3%, 2%, 7%, 1, 0%, 2%
- CC(C)CCC(O)(c1ccccc1)C(CN1CCOCC1)c1ccccc1 (stereo not drawn)
 : 1%, -1%, ·, -7, ?, 10%, -2%, -9%, -4, -2%, -1%
- CS(=O)(=O)c1ccccc1-c1nc(-c2cccc(Cl)c2)no1
 : -1%, -6%, -4%, -3, 11%, 6%, 0%, -8%, -2, -1%, ?
- COc1ccc(S(=O)(=O)N2CCCC2)cc1NC(=O)c1ccccc1F
 : -8%, 1%, ·, 0, ·, -1%, 1%, -5%, 8, -2%, 3%
- CCc1ccccc1Nc1nc(N)nc(COC(=O)CCNS(=O)(=O)c2ccccc2)n1
 : 0%, 0%, ·, 4, ·, ·, -1%, ·, 0, 2%, 2%
- CCOc1cc(C(N)=O)cc(Cl)c1OCC
 : 0%, 8%, 0%, -2, -25%, 0%, 0%, 2%, ·, 3%, 0%
- COc1ccc(S(=O)(=O)N2CCC[C@H]2C(=O)NCc2ccc(Cl)cc2)cc1
 : 4%, -4%, -10%, 0, ·, -2%, -5%, -3%, -15, -3%, ?
- Cc1csc2nc(COC(=O)c3cccc(N(C)C)c3)cc(=O)n12
 : 26%, 8%, ·, 4, ·, ·, -1%, ·, 4, 10%, -22%
- CCC(C)(C(=O)NC1CCCC1)N(Cc1ccco1)C(=O)c1ccccn1 (stereo not drawn)
 : -2%, -9%, 0%, -1, -2%, -1%, 3%, 3%, -6, -3%, 0%

Part of the list above with just BCR signal inh.
mol | BCR signal inh
CCC(C)(C(=O)NC1CCCC1)N(Cc1ccco1)C(=O)c1ccccn1 (stereo not drawn) | 0%
O=C(CN1C(=O)COc2ccc(S(=O)(=O)N3CCOCC3)cc21)NCc1ccco1 | -2%
